# Screening results as filed in PubChem BioAssay.
# H9c2 TAG inh = triacylglycerol accumulation inhibition; H9c2 cells, Nile Red lipid (TAG) fluorescence; cells loaded with 200 µM oleic acid; inhibition, % at 12.5 µM; hit rate 0.66% among 230,000; AID 651582;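 active means pattern-corrected inhibition of lipid staining of at least 50% with the nuclear-stain viability signal not falling by more than 50%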;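 further: 0% = DMSO wells and 100% = triacsin C control wells; some results filed as inactive read as strong as hits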
# H9c2 TAG inh DAPI viability = further read-out of H9c2 TAG inh, marked with its call; DAPI nuclei signal change (viability), lower = more cytotoxic, %;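 whole-well DAPI fluorescence read on a plate reader as a viability signal; minus 50 percent equals half of cells still viable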
# An asterisk follows results filed as active. Some of the compounds tested, so the mix of outcomes need not match the whole.
SMILES | H9c2 TAG inh | H9c2 TAG inh DAPI viability
Fc1ccc(CNc2nc3ccccc3n3nnnc23)cc1 | -11 | 19
Clc1ccc(-c2nnnn2-c2ccc(Cl)cc2)cc1 | -10 | 8
CCOc1ccc(C(=O)CCC(=O)Nc2ccncc2)cc1 | -2 | -9
O=C(Nc1cc(C(F)(F)F)cc(C(F)(F)F)c1)Nc1cnn(-c2ccc([N+](=O)[O-])cc2)c1C(F)(F)F | 0 | 0
CN(C)c1ccc(/C=N/NC(=O)CCc2nc3ccccc3[nH]2)cc1 | -1 | -6
O=C(NCc1cccc(Cl)c1)c1ccc(-n2ccnc2)c2ccoc12 | -1 | -4
CSc1nnc(Cc2cc(=O)[nH]c(=O)[nH]2)n1-c1cc(C)ccc1C | -24 | 8
CCOC(=O)C1(c2nc(N)cs2)COC(=O)C1 (stereo not given) | 1 | -6

# Compounds from the list above that contain a carbonyl joined to an NH by a bond outside any ring:
SMILES | H9c2 TAG inh | H9c2 TAG inh DAPI viability
CCOc1ccc(C(=O)CCC(=O)Nc2ccncc2)cc1 | -2 | -9
O=C(Nc1cc(C(F)(F)F)cc(C(F)(F)F)c1)Nc1cnn(-c2ccc([N+](=O)[O-])cc2)c1C(F)(F)F | 0 | 0
CN(C)c1ccc(/C=N/NC(=O)CCc2nc3ccccc3[nH]2)cc1 | -1 | -6
O=C(NCc1cccc(Cl)c1)c1ccc(-n2ccnc2)c2ccoc12 | -1 | -4

# Next part.
SMILES | H9c2 TAG inh | H9c2 TAG inh DAPI viability
CCCCOc1ccc(NC(=O)C(=O)NCCCn2ccnc2)cc1 | 6 | 2
Cc1c(N)ccc(-n2nc3ccccc3n2)c1C | 1 | 7
O=C(Cc1ccc2c(c1)OCCO2)N1CCN(S(=O)(=O)c2cccs2)CC1 | -16 | 2
NC(=O)CSc1nnc(NC(=O)c2ccc(S(=O)(=O)N3CCCCC3)cc2)s1 | -9 | -5
CC1CCCC(C)N1CC(O)Cn1c2ccccc2c2ccccc21 (stereo not given) | 15 | 5
O=C(Nc1cccc(S(=O)(=O)C(F)(F)F)c1)[C@@H]1O[C@H](CO)[C@@H](O)[C@H]1O | 3 | 6
CCOc1ccc(CC2S/C(=N/N=C/c3ccco3)NC2=O)cc1 (stereo not given) | -5 | 3
CC1CCCCN1C(=O)CSc1nc(-c2ccccc2)cc(=O)[nH]1 (stereo not given) | -15 | 9
CC(C(=O)NN=C(c1ccccc1)c1ccccc1)N1CCOCC1 (stereo not given) | -2 | 0
O=C(CN1C(=O)CCC1=O)Nc1ccc(Cc2ccc(NC(=O)CN3C(=O)CCC3=O)cc2)cc1 | -9 | 7
COc1cccc(CNc2nc3ccc(NC(C)=O)cc3s2)c1 | 2 | -1
CC(C)Oc1ccc(/C=C/C(=O)NCC2COc3ccccc3O2)cc1 (stereo not given) | -13 | 7
COc1ccc(CCN(C)C(=O)CCCN2C(=O)c3cccc4cccc(c34)C2=O)cc1OC | 13 | -2
Cc1ccc(CS(=O)(=O)CCC(=O)O)cc1 | -7 | 5
CN(C)CC[n+]1ccc(C(=O)c2ccccc2)cc1 | -9 | 7
CCCCOC(=O)C1C2C=C[C@]3(CN(CCCOC)C(=O)[C@H]13)O2 (stereo not given in full) | -7 | 8
NS(=O)(=O)c1ccc(NC(=O)COC(=O)C2(c3ccc(F)cc3)CCCC2)cc1 | -7 | 12
Cc1ccc(C(=O)NCC(=O)N/N=C/c2cccs2)cc1[N+](=O)[O-] | -3 | -2
O=S(=O)(c1ccc(Oc2ccc(Br)cc2)cc1)N1CCOCC1 | 11 | 3
CC(=O)Nc1ccc(C(=O)OCC(=O)NCCC2=CCCCC2)cc1 | 3 | 4
CC(=O)c1cc(CN2CCC(n3nccc3NC(=O)c3ccccc3Cl)CC2)cs1 | -4 | 2
CC1(C(=O)NS(=O)(=O)Cc2cccc(Cl)c2)CCN1C(=O)Cc1ccccc1 (stereo not given) | 12 | -4
COc1ccc(N(CC(=O)Nc2ccccc2F)S(=O)(=O)c2ccc(OC)c(OC)c2)cc1 | -8 | 2
COc1ccc(CSc2ccc(S(=O)(=O)N3CCCC3)cn2)cc1F | 2 | 0

# Record cards, as listed above.
# `COc1ccc(CSc2ccc(S(=O)(=O)N3CCCC3)cn2)cc1F` as listed: H9c2 TAG inh = 2; H9c2 TAG inh DAPI viability = 0
# `CC(=O)Nc1ccc(C(=O)OCC(=O)NCCC2=CCCCC2)cc1` as listed: H9c2 TAG inh = 3; H9c2 TAG inh DAPI viability = 4

# Going on with the list.
SMILES | H9c2 TAG inh | H9c2 TAG inh DAPI viability
O=C(NNC(=O)C1CC(c2cccs2)=NO1)Nc1ccccc1 (stereo not given) | -22 | -2
Cc1ccc(S(=O)(=O)N2[C@@H](c3cccc4ccccc34)C(C(=O)O)=C[C@H]2C(C)(C)C)cc1 | 2 | 8
O=C(CSc1ccsc1[N+](=O)[O-])NCCc1ccccc1 | 12 | -10
CN(CC(=O)Nc1ccccc1Br)C(=O)CN1CCN(c2ccccc2Cl)CC1 | 9 | -3
Cc1c(C(=O)c2ccccc2)c2ccccn2c1CCC#N | -14 | 16
O=C(CN1C(=O)C2CCCCC2C1=O)Nc1cccc([N+](=O)[O-])c1 (stereo not given) | -6 | -5
[2H]C(CCOS(N)(=O)=O)c1ccccc1 (stereo not given) | -5 | -23
CN(C(=O)c1cccc(NC(=O)Cc2ccc(NC(=O)C3CCCN(C(=O)C4CCC4)C3)cc2)c1)C1CCCC1 (stereo not given) | 0 | 9
O=C(NC(Cc1ccccc1)C(=O)O)/C(=C\c1ccco1)NC(=O)c1ccco1 (stereo not given) | 1 | -6
CCN(CC)C(=O)C1CCN(CC2CC=CCC2)CC1 (stereo not given) | -6 | -9
O=C(NC1CCCc2ccccc21)c1ccc(S(=O)(=O)N2CCOCC2)cc1 (stereo not given) | -6 | -4
Cc1ccc(C)c(S(=O)(=O)N2CCCC2CNC(=O)C(=O)NCc2ccccc2C)c1 (stereo not given) | 31 | -2
Clc1ccc(Oc2nnnn2-c2ccccc2)cc1 | -4 | -10
CC#CCCCC(=O)Nc1ccccc1C(=O)O | -10 | 9
Cc1ccc(CSc2nc3ccncc3[nH]2)cc1 | -13 | 1
Cc1cc(C)c(C(=O)/C=C/c2ccco2)c(=O)[nH]1 | 10 | 4
COc1cc(OC)cc(C(=O)N[C@H](C(=O)OCC(=O)N2CCN(S(=O)(=O)c3ccc(C)cc3)CC2)C(C)C)c1 | -10 | -7
Cc1cc(C(=O)COC(=O)c2cc(Cl)c(O)c(Cl)c2)c(C)n1C | 20 | 1
O=C(N/N=C/C(Br)=C/c1ccccc1)NC1CCCCC1 | -6 | 12
COC(=O)[C@@H]1CCCN1Cc1nc(Cc2ccc(OC)c(OC)c2)no1 | 3 | 6
CCn1c(O)c(N=NC(=O)Cn2ccc(C(F)(F)F)n2)c2ccccc21 | 12 | -2
COC(C(=O)Nc1ccc(Br)cc1F)c1ccccc1 (stereo not given) | -14 | -3
CC(C)NCC(O)COc1cccc2[nH]ccc12 (stereo not given) | -6 | 3
CC(CC(=O)NCc1ccc(Cl)cc1)c1ccccc1 (stereo not given) | 2 | 2
CCn1c(SCC(=O)NCc2ccc3c(c2)OCO3)nc2c(c1=O)SCC2 | 7 | -3
CSc1ccccc1NC(=O)C1C2CCC(C2)C1C(=O)O (stereo not given) | -9 | -6
N#Cc1ccc(/C=N/NC(=O)CCc2ccc(S(=O)(=O)N3CCOCC3)cc2)cc1 | -4 | -4
CC1CC(C)CN(C(=O)COC(=O)CNS(=O)(=O)/C=C/c2ccccc2)C1 (stereo not given) | -18 | -4
O=C(OC(C(=O)NC1CCCC1)c1cccnc1)C1=Cc2ccccc2OC1 (stereo not given) | -3 | -10
CCC(=O)NCCNc1nc2cc(C)cc(C)c2cc1C#N | 4 | -4
CC(=O)Nc1cccc(-c2ccnc3c2CC(C(=O)NC(C)C)O3)c1 (stereo not given) | -14 | -32
O=C(NNS(=O)(=O)c1ccccc1C(F)(F)F)c1cc2ncc(C(F)(F)F)cc2s1 | 67 | -69
O=C1NNC(c2ccccc2)=N/C1=C\c1ccccc1 | 3 | -2
COc1ccc(OCCC(=O)OCC(=O)Nc2ccc(S(=O)(=O)N3CCOCC3)cc2)cc1 | -8 | -17
N#Cc1ccccc1OCC(=O)NNC(=O)c1ccncc1 | 17 | 3
O=C(NC1CCCCC1)NC1CCN(S(=O)(=O)Cc2ccccc2)CC1 | 18 | -16
CN(C(=O)COC(=O)c1ccc2ccccc2n1)C1CCCCC1 | 2 | -7
CCN(CC(=O)NCc1ccc(Cl)cc1)C(=O)CCC(=O)c1ccc(C)cc1 | 0 | -5
CCC(C)(C)N1CC(=O)N(Cc2ccccc2)C(c2ccc(OC)cc2)C1=O (stereo not given) | 20 | -13
Cc1nc2ccccc2c2oc(C(=O)NCCN3CCN(C)CC3)cc12 | 15 | -12
COc1ccc(-c2noc(CCCc3ccccc3)n2)cc1OC | -11 | 5
OC[C@H]1O[C@@H](Oc2ccc3cc(Br)ccc3c2)[C@H](O)[C@@H](O)[C@H]1O | -7 | -3
O=C(OCCc1cc2ccccc2c(=O)o1)N1CCOCC1 | 5 | -11
CCOC(=O)N1CCN(C(=O)CS(=O)(=O)Cc2nc(-c3ccccc3C)oc2C)CC1 | -1 | 12
O=C(Cn1ccc([N+](=O)[O-])n1)NCc1cccnc1 | 11 | -10
O=C(N/N=C/c1cc(Br)cc(Br)c1O)c1cccc(N2CCCC2=O)c1 | 10 | -14
O=C(COC(=O)c1ccc2ccccc2c1)Nc1ncc(C(F)(F)F)cc1Cl | 0 | 12
Cc1ccc(NC(=O)COC(=O)c2ccco2)cc1C | 14 | -5
CCOC(=O)Cn1c(S(=O)(=O)Cc2ccccc2)nc2ccccc21 | 10 | -28
Cc1c(Br)c([N+](=O)[O-])nn1CC(=O)Nc1ccc(C(N)=O)cc1 | -1 | 9
O=C(COc1cccc2ccccc12)NNC(=O)[C@@H]1CCCC[C@@H]1C(=O)O | 14 | -10
CN1CCN(/C=N/c2sc3c(c2C#N)CCCCC3)CC1 | -18 | -6
Cc1ccnc(NC(=O)CCC(=O)N(CC(=O)NCc2ccccc2)Cc2ccco2)c1 | 3 | -6
COc1ccc(NC(=O)c2cc(S(=O)(=O)N3CCOCC3)cs2)cc1 | -4 | 4
O=C(Nc1ccc2c(c1)C(=O)OC2)c1ccc(F)cc1F | -11 | 3
CCN(C(=O)CSc1nnc(-c2c[nH]c3ccccc23)n1C1CC1)C1CCS(=O)(=O)C1 (stereo not given) | -25 | -2

# Following part.
SMILES | H9c2 TAG inh | H9c2 TAG inh DAPI viability
COc1ccc(N2CCN(CCCNC(=O)C3CCCN(S(=O)(=O)c4cnc[nH]4)C3)CC2)cc1 (stereo not given) | -4 | 12
O=C(Nc1cc(C(F)(F)F)ccc1N1CCCC1)C1CC(=O)N(Cc2ccccc2)C1 (stereo not given) | 10 | -14
Cc1cc(Cl)c(S(=O)(=O)Nc2ccon2)cc1OCC(=O)NC1CCCCC1 | -2 | -2
COC(=O)c1cccc(NC(=O)CC2NCCNC2=O)c1 (stereo not given) | 3 | 6
S=C(c1ccc(-c2ccccc2Cl)o1)N1CCCCC1 | 9 | -11
CCCCN(C=O)c1c(CC)nc2c(OCc3cccc(Cl)c3)cccn12 | -29 | -2
CSCCC(NS(=O)(=O)c1cccc(C(F)(F)F)c1)C(=O)N1CCN(C(=O)c2ccco2)CC1 (stereo not given) | 3 | -2
O=C(NNC(=S)Nc1ccc(Cl)cc1)c1ccccc1 | -5 | -18
Cc1ccc2nc(N3CCN(Cc4nnnn4C4CCCC4)CC3)c(C#N)cc2c1 | 9 | -4
COc1ccccc1-c1noc(CCCC(=O)N2CCOCC2)n1 | 0 | -3
CCc1ccc(N2CC(C(=O)OCC(=O)c3c(N)n(CC(C)C)c(=O)n(C)c3=O)CC2=O)cc1 (stereo not given) | 23 | 5
CCN1C(=O)[C@H]2[C@@H](c3ccc(Cl)cc3)N3C(=O)CN(CC4CC4)C(=O)[C@@]3(Cc3ccccc3)[C@H]2C1=O | -12 | 5
O=C(c1ccc(Cl)c(S(=O)(=O)N2CCCC2)c1)N1CCOCC1 | -4 | 5
CCC1C(c2ccccc2)N(C)C(c2ccccc2)CC1(O)c1ccccc1 (stereo not given) | -11 | 4
COC(=O)c1ccc(N2CCOCC2)c(NC(=O)c2cc3ccccc3o2)c1 | 7 | -4
COC(=O)c1ccccc1NC(=O)CSc1nnnn1-c1ccc(C)cc1C | -2 | -7
CCN1C(=N)N(c2ccccc2)C(=O)C(CC)(CC)C1=O | -14 | 7
COc1cccc(OCc2cc(C(=O)N3CCCC3c3ccccn3)no2)c1 (stereo not given) | 11 | -1
C=C(C(=O)c1ccccc1)C(C(=C)C(=O)c1ccccc1)c1ccc(OC)cc1 | 86 | -57
Cc1cccc(C(=O)Oc2ccccc2/C=N/NC(=O)c2ccc(NC(=O)C(C)(C)C)cc2)c1 | 9 | -3
Cc1nc2c(=O)n(-c3ccc(F)cc3F)nc(C)c2s1 | 9 | -8
CC1(C)C[C@@H]2C[C@@](C)(CN2C(=O)c2cc(COc3cccc(C(F)(F)F)c3)on2)C1 | -45 | 8
COc1ccc2[nH]c(C)c(C(=O)CN3CCc4cc(OC)c(OC)cc4C3)c2c1 | 18 | 3
CN1CCN(C(=S)NC(=O)c2ccccc2Br)CC1 | 16 | 0
Cc1cc(NC(=O)C(C)SCC(=O)OCC(=O)Nc2c(C)cccc2C(C)C)no1 (stereo not given) | -8 | 7
COc1ccc(S(=O)(=O)N2CCOCC2)cc1NC(=O)Cc1ccc(F)cc1 | 11 | -8
O=C(c1cccc(N2C(=O)C3C4C=CC(C4)C3C2=O)c1)N1CCCc2ccccc21 (stereo not given) | -1 | -2
Cc1ccc(Cn2c(N)nc3ccccc32)cc1 | -29 | 6
Cc1ccc(NC(=O)CSCC(=O)N2CCN(c3cccc(C(F)(F)F)c3)CC2)cc1 | -13 | -2
CC1(C(=O)NCc2ccco2)CCN1C(=O)C1(c2ccccc2)CC1 (stereo not given) | -9 | -5
